Source: PubChem (National Center for Advancing Translational Sciences (NCATS))
RXFP1 antag = blocks the human relaxin receptor RXFP1 | activity change, negative = inhibition, % at 57.5 µM | Q9HBX9 | HEK293-RXFP1, relaxin-stimulated cAMP HTRF, 30 min; stronger effect = lower value | 350,000 tested, 0.59% active;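 active = activity change of -60% or lower, but not beyond a set lower limit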
Target sequence (Q9HBX9 whole entry, looked up): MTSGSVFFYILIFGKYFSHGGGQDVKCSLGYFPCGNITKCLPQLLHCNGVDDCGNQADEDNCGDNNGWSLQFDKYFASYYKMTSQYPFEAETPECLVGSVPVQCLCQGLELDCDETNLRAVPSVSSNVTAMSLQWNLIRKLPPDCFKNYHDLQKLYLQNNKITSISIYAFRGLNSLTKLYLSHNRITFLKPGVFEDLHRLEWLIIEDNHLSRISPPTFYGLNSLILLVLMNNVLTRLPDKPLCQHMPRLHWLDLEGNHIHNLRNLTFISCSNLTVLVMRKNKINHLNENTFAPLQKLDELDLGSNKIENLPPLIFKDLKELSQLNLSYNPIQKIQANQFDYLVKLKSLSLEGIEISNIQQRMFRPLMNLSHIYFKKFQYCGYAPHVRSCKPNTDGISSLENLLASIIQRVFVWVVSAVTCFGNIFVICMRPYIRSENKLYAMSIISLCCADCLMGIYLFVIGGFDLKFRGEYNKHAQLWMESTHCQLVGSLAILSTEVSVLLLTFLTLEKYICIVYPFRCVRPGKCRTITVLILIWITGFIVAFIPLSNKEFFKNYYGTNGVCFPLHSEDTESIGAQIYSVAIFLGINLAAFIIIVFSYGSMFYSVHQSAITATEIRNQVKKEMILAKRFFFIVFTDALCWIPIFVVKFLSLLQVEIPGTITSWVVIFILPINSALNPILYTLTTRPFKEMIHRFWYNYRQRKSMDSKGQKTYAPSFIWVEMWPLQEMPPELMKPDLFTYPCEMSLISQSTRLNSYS
The depositor's hits bear a star. % is scaled to controls: 0 for no effect and ±100 for the full control effect. An excerpt, so the mix of outcomes need not match the whole.

compound	RXFP1 antag
CC(=O)NC(Cc1ccccc1)C(=O)Oc1ccc2ccccc2c1 (centres undefined)	-6
O=c1cc(C2CCCCC2)[nH]c(=O)[nH]1	-2
CCOC(=O)c1c(C)[nH]c(C(=O)OCC(=O)NCc2ccco2)c1C	2
COc1ccccc1C(=O)NC(CCSC)C(=O)NC1CC1 (centres undefined)	13
COc1ccc(NC(=O)COC(=O)CCc2nc3ccccc3c(=O)[nH]2)cc1Cl	-2
O=C1c2ccccc2C(=O)N1c1nccs1	-10
C[C@H](CO)N1C[C@H](C)[C@H](CN(C)S(=O)(=O)c2ccc(C#N)cc2)OCc2cnnn2CCCC1=O	-6
CCCCN1C(=O)C(CC(=O)NC2CC2)CC(C(=O)N(CC)CC)=C1C (centres undefined)	-1
CCOC(=O)C1(S(=O)(=O)c2ccc(Cl)cc2)CCN(Cc2ccc(Cl)cc2)CC1	-4
CCCCC(=O)C1=C(N2CCCC2)CC(C)(C)CC1=O	-62*
Cc1nc(SCC(=O)N2CCCCCC2)c2c(=O)n(C)c(=O)n(CC(C)C)c2n1	-8
Cn1c(N)cc(=O)[nH]c1=S	-8
O=C(Nc1cccc(Br)c1)C1CCCC1	-4
CC1(C)CC(=O)C=C(c2ccc(Oc3ccccc3)cc2)C1=O	0
COc1ccc(S(=O)(=O)N2CCN(CC(=O)N3CCOCC3)CC2)cc1OC	-6
CCC1CCCCN1C(=O)COC(=O)c1cncc(Br)c1 (centres undefined)	1
O=C(Nc1cc(Cl)ccc1-n1cncn1)c1ccco1	0
CN(CC(=O)NCC1CCCO1)S(=O)(=O)c1ccc2ccccc2c1 (centres undefined)	0
CN(C(=O)CSc1ccc2c(c1)OCCO2)c1ccccc1	-1
COc1ccc(NC(=O)CN(C)CC(=O)Nc2cccc(F)c2)cc1S(=O)(=O)N1CCCCC1	-11
CCN(CC(=O)Nc1ccc(NC(C)=O)cc1)C(=O)c1cc(-c2ccccc2Cl)nc2ccccc12	-16
COc1ccc(CN(C)C(=O)c2ccc(OCC(=O)Nc3cccc(C(F)(F)F)c3)c(OC)c2)cc1	0
NC(=O)c1ccc(NC(=O)CN2C(=O)NC3(CCCCCCC3)C2=O)cc1	-5
O=C(Nc1ccccc1)OCCNC1CCCCC1	-5
CCOC(=O)c1c(C)[nH]c(C(=O)OCC(=O)N(CC)c2c(N)n(Cc3ccccc3)c(=O)[nH]c2=O)c1C	7
CCN(CC)C(=O)C1=C(C)N(CCCOC)C(=O)C(CC(=O)NCCCN(C)C)C1 (centres undefined)	4
CCCCCCCCNc1ncnc2[nH]ncc12	-18
CCc1nc2ccccc2c(C(=O)OCC(=O)Nc2ccc(NC(C)=O)cc2)c1C	-13
Cc1cc(C)cc(-n2ncc3c2CCCC3NC(=O)CCCn2cncn2)c1 (centres undefined)	-5
CN(c1ccccc1)S(=O)(=O)c1cccc(NC(=O)C2CCCO2)c1 (centres undefined)	-6
Cc1ccc(C(=O)C=CC=Cc2ccccc2)cc1	-17
Cc1ccc([C@H]2C[C@H](O)[C@@H](n3cc(C4CC4)nn3)CN2CC2CCCCC2)cc1	-6
Nc1nc(Cl)cc(N2CCOCC2)n1	0
COC(=O)C[C@H]1C[C@@H]2c3cc(NS(=O)(=O)c4ccc(OC)cc4)ccc3O[C@@H]2[C@H](CO)O1	18
Cc1ccc(N2CC(C(=O)Nc3ccccc3C(=O)NC3CCCCC3)CC2=O)cc1C (centres undefined)	1
COc1ccc2oc(C(=O)OC(C)C(=O)N3C(C)CCCC3C)c(C)c2c1 (centres undefined)	-30
COc1ccc(OC)c(S(=O)(=O)NCCCN2CCOCC2)c1	5
COC(=O)c1ccccc1NN=Nc1ccccc1[N+](=O)[O-]	3
O=C(COC(=O)CC1CC2CCC1C2)Nc1ccccc1[N+](=O)[O-] (centres undefined)	-3
O=C(COC(=O)c1cc(Cl)nc(Cl)c1)NC1CCCCCC1	-8
CC1(C(=O)Nc2cccc(-n3cnnn3)c2)Cc2ccccc2C(=O)O1 (centres undefined)	-5
COc1cccc(/C=C/C(=O)OCC(=O)NC2CC2)c1OC	4
CC(=O)C1C=CC(C)(C(=O)O)C2C=C(C)C(=O)C(C)(O)C12 (centres undefined)	19
CC(C)C#Cc1ccc2c(c1)O[C@@H](CN(C)C(=O)c1cnccn1)[C@@H](C)CN([C@@H](C)CO)S2(=O)=O	-2
O=C(Nc1ccccc1)c1nc[nH]c1C(=O)Nc1ccccc1F	-1
Cc1cccnc1NC(=O)Nc1cccc(F)c1	6
Cn1c(=O)c2[nH]c(CCCc3ccc([N+](=O)[O-])cc3)nc2n(C)c1=O	10
CC(=NNC(=O)Cn1ccc(C(F)(F)F)n1)c1ccc(-n2ccnc2)cc1	0

A draw from above in order of number of heavy atoms, rising:
compound	RXFP1 antag
Nc1nc(Cl)cc(N2CCOCC2)n1	0
Cc1cccnc1NC(=O)Nc1cccc(F)c1	6
Cc1ccc(C(=O)C=CC=Cc2ccccc2)cc1	-17
CC(=O)C1C=CC(C)(C(=O)O)C2C=C(C)C(=O)C(C)(O)C12 (centres undefined)	19
COc1cccc(/C=C/C(=O)OCC(=O)NC2CC2)c1OC	4
COc1ccc(OC)c(S(=O)(=O)NCCCN2CCOCC2)c1	5
O=C(Nc1ccccc1)c1nc[nH]c1C(=O)Nc1ccccc1F	-1
Cn1c(=O)c2[nH]c(CCCc3ccc([N+](=O)[O-])cc3)nc2n(C)c1=O	10
CC1(C(=O)Nc2cccc(-n3cnnn3)c2)Cc2ccccc2C(=O)O1 (centres undefined)	-5
COc1ccc2oc(C(=O)OC(C)C(=O)N3C(C)CCCC3C)c(C)c2c1 (centres undefined)	-30
Cc1cc(C)cc(-n2ncc3c2CCCC3NC(=O)CCCn2cncn2)c1 (centres undefined)	-5
Cc1ccc([C@H]2C[C@H](O)[C@@H](n3cc(C4CC4)nn3)CN2CC2CCCCC2)cc1	-6
CCc1nc2ccccc2c(C(=O)OCC(=O)Nc2ccc(NC(C)=O)cc2)c1C	-13
Cc1ccc(N2CC(C(=O)Nc3ccccc3C(=O)NC3CCCCC3)CC2=O)cc1C (centres undefined)	1
CC(C)C#Cc1ccc2c(c1)O[C@@H](CN(C)C(=O)c1cnccn1)[C@@H](C)CN([C@@H](C)CO)S2(=O)=O	-2

Following part
| Compound | RXFP1 antag |
| --- | --- |
| O=C1CSC(=S)N1N=Cc1ccc2c(c1)OCO2 | -10 |
| Cc1ccc(OCCNC(=O)c2cccc(S(=O)(=O)N3CCN(Cc4ccccc4)CC3)c2)cc1 | 2 |
| O=C(COC(=O)c1cnc(Cl)c(Cl)c1)NC1CC1 | -10 |
| C=C1C(=O)O[C@H]2[C@H]1[C@H](OC(=O)/C(C)=C\C)C[C@]1(CO1)[C@@H]1[C@H](OC(C)=O)C=C(C)[C@]21O | -4 |
| NC1CCN(c2cccc(Cl)n2)CC1 | -9 |
| C[C@@H]1CN([C@H](C)CO)C(=O)CCCn2cc(nn2)CO[C@H]1CN(C)C(=O)NC1CCCCC1 | -2 |
| CC1C(=O)NN=C1c1ccc([N+](=O)[O-])cc1 (centres undefined) | -1 |
| CCN1CCc2c(sc(NC(=S)NC(=O)c3ccccc3)c2C#N)C1 | 10 |
| COc1ccc(CNC(=O)c2cccc(NC(=O)CC3SC(N4CCCCC4)=NC3=O)c2)cc1 (centres undefined) | -1 |
| Cc1ccccc1Sc1ccc(N)cn1 | 4 |
| CC(=O)N(c1ccccc1)C(C(=O)c1ccccc1)c1ccccc1 (centres undefined) | 8 |
| Fc1ccc(CSc2ncnc3c2ncn3C2CCCCO2)cc1 (centres undefined) | -15 |
| COc1ccc([C@H]2C[C@H](O)[C@@H](n3cc(-c4ccc(F)cc4)nn3)CN2CC2CCCCC2)cc1 | 10 |
| CCOC(=O)C1CCN(C(=O)COC(=O)/C=C/c2ccccc2)CC1 | 9 |
| Cc1ccc(C(=O)c2ccccc2C(=O)OCC(=O)N2CCCC2)cc1 | -10 |
| O=C1CSC(=S)N1N=Cc1c(F)cccc1Cl | 18 |
| Cc1nc(-c2ccc(F)cc2)c(CC(=O)N(C)CC(=O)Nc2cccc(F)c2)s1 | 6 |
| COc1ccc(C(=O)N(C)C(C)c2nccs2)cc1OC1CCN(C(C)=O)CC1 (centres undefined) | -5 |
| CCOC(=O)CN1N=C(/C=C/c2ccc(OC)cc2)CCC1=O | -9 |
| CCOc1ccccc1C(=O)N[C@H](C(=O)OCc1csc(CC(=O)Nc2ccc(C)cc2)n1)C(C)C | -12 |
| C[C@@H]1CCCCO[C@H](CN(C)Cc2ccccc2)[C@@H](C)CN([C@H](C)CO)C(=O)c2cc(NC(=O)c3ccccc3)ccc2O1 | -19 |
| O=C(COC(=O)Cc1ccsc1)NNC(=O)c1ccccc1 | 10 |
| O=C(CC1SC(N2CCCCC2)=NC1=O)Nc1ccc(C(=O)NCc2ccccc2)cc1 (centres undefined) | -4 |
| COc1ccc(NC(=O)COC(=O)CCSc2ccccc2)cc1 | -5 |
| Nc1nc2n[nH]nc2c(=O)[nH]1 | 14 |
| CCCCC1CC(=O)NC1(C(=O)OCC)C(=O)OCC (centres undefined) | 3 |
| CCCS(=O)(=O)c1nc(S(=O)(=O)c2ccc(C)cc2)c(N2CCCCC2)s1 | 0 |
| Cc1ccc(S(=O)(=O)CCC(=O)OCC(=O)NCc2ccc(F)cc2)cc1 | -2 |
| Cn1cnc2nc[nH]c2c1=S | 7 |
| COc1ccc(NC(=O)CN2CCN(C(C)=O)CC2)cc1S(=O)(=O)N1CCOCC1 | 4 |
| O=C(c1ccco1)N1CCN(c2ccc(Cl)c(Cl)c2)CC1 | -4 |
| CNc1ccc(C(=O)OCC(=O)NC(=O)NC2CCCCC2)cc1[N+](=O)[O-] | 14 |
| O=C(C1CCN(c2nc(-c3ccccc3)nc3c2CCC3)CC1)N1CCCC1 | 0 |
| Cn1c(NCCN(CCO)CCCc2ccc([N+](=O)[O-])cc2)cc(=O)n(C)c1=O | 11 |
| Oc1ccc(C(O)CNCCCCCCNCC(O)c2ccc(O)c(O)c2)cc1O (centres undefined) | 33 |
| C=CC(=O)N1c2ccccc2Sc2ccc(NC(=O)OCC)cc21 | -24 |
| CC1(C)CC(=O)C=C(c2ccccc2CO)C1=O | 1 |
| COc1ccc(NC(=O)c2cc(S(=O)(=O)N3CCCCC3)ccc2C)cc1S(=O)(=O)N1CCOCC1 | -15 |
| O=C(ONC(=O)C1C2C=CC(C2)C1C(=O)NOC(=O)c1ccccc1)c1ccccc1 (centres undefined) | 3 |
| CCCCCCC1CC(=CN(C)C)C(=O)O1 (centres undefined) | -1 |
| CN(C)c1nc(NNC(=O)c2ccccc2)nc(N(C)C)n1 | -4 |
| O=C(COC(=O)C1CC(=O)N(Cc2ccccc2)C1)Nc1cccc([N+](=O)[O-])c1 (centres undefined) | 0 |
| O=C(COC(=O)c1ccc[n+]([O-])c1)Nc1ccccc1OC(F)F | -2 |
| COc1cccc(CN(C)CCCn2cnc3c(OC)ncnc32)c1 | 0 |
| CC(=O)Nc1c(Cl)cc2c(c1Cl)Cc1cc(C#N)ccc1-2 | -11 |
| CC1(C)COC(Cc2ccccc2)=N1 | 1 |
| COc1ccc(-c2ccc(CN3C(C)C(=O)N(Cc4cn(CCC5OCCO5)nn4)CCS3(=O)=O)cc2)cc1 (centres undefined) | -6 |
| O=C(CCNS(=O)(=O)c1cccc(C(F)(F)F)c1)NCc1ccco1 | 8 |
| CC(=O)N1C2=CCCC3CCCCC23c2ccccc21 (centres undefined) | -38 |
| COc1ccccc1N(C)S(=O)(=O)c1ccc(C(=O)Nc2cccc(S(=O)(=O)N3CCOCC3)c2)cc1 | -5 |

3 successive entries already listed, for reference:
| Compound | RXFP1 antag |
| --- | --- |
| CCCCC1CC(=O)NC1(C(=O)OCC)C(=O)OCC (centres undefined) | 3 |
| CCCS(=O)(=O)c1nc(S(=O)(=O)c2ccc(C)cc2)c(N2CCCCC2)s1 | 0 |
| Cc1ccc(S(=O)(=O)CCC(=O)OCC(=O)NCc2ccc(F)cc2)cc1 | -2 |

Additional records
| Compound | RXFP1 antag |
| --- | --- |
| O=C(Nc1ccc(OCC(F)(F)C(F)F)c(C(F)(F)F)c1)c1ccc(Cl)cc1 | -5 |
| CC(C)[C@@H](C(=O)OCC(=O)c1ccc2c(c1)NC(=O)CO2)N1C(=O)c2ccccc2C1=O | -9 |
| COc1cccc(NC(=O)COC(=O)CCSc2ccccc2)c1 | -16 |
| CN1/C(=C\C=[N+](C)c2ccccc2)C(C)(C)c2ccccc21 | 3 |
| CCOC(=O)C1CCN(S(=O)(=O)c2ccccc2[N+](=O)[O-])CC1 | 7 |
| Nc1ccc(Oc2ccc(N)c([N+](=O)[O-])c2)cc1[N+](=O)[O-] | 5 |
| O=S(Cc1ccccc1)c1ccccc1 (centres undefined) | -2 |
| COc1ccc([C@H]2N[C@]3(CCCN(Cc4ccccc4)C3=O)[C@H]3C(=O)N(Cc4ccccc4)C(=O)[C@@H]23)cc1 | 10 |
| C[C@@H]1CN([C@@H](C)CO)C(=O)CCCn2nncc2CO[C@@H]1CN(C)C(=O)Nc1ccc(N2CCN(C)CC2)cc1 | 0 |
| O=C(CN1C(=O)NC2(CCCCCC2)C1=O)Nc1ccc(OC(F)(F)F)cc1 | -3 |
| COc1ccccc1NC(=S)NN=C(C)c1ccccn1 | 25 |
| CS(=O)(=O)Cc1nc2ccccc2n1CC(=O)Nc1cccc(S(=O)(=O)N2CCCC2)c1 | -2 |
| COCc1c(C(=O)Nc2ccc(C)c(S(=O)(=O)N3CCOCC3)c2)oc2ccccc12 | 2 |
| CNc1snc(C)c1C(=O)OC(C)C(=O)Nc1cccc(C)c1 (centres undefined) | -4 |
| Cc1ccc(NC(C(=O)c2ccccc2)c2ccccc2)cc1 (centres undefined) | -17 |
| CCN(CC)C(=O)C1=C(C)N(Cc2ccccc2)C(=O)C(CC(=O)NC2CCCC2)C1 (centres undefined) | 5 |
| COc1ccccc1NS(=O)(=O)c1ccc(C)c(C(=O)Nc2cc(C)on2)c1 | -14 |
| COc1cc(NC(=O)c2cc(S(=O)(=O)N3CCCCC3)ccc2N2CCOCC2)cc(OC)c1OC | -5 |
| C[C@@H]1CCCCO[C@H](CN(C)C(=O)Nc2ccc(C(F)(F)F)cc2)[C@@H](C)CN([C@H](C)CO)C(=O)c2cc(NC(=O)c3ccncc3)ccc2O1 | -1 |
| Cc1cc(C)c(NC(=O)CN(CC(=O)O)CC(=O)O)c(C)c1Br | 21 |
